ERp5 block: blocks human ERp5 reductase activity on insulin; Q15084; ERp5 insulin aggregation, absorbance 650 nm, 90 min; inhibition, % at 9.99 µM; 0.05% of 350,000 active; AID 651711;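 active = mean replicate inhibition above about 25%, with every replicate also reaching it, limit read from the data, passing the limit was not always enough; inconclusive = only one of those two criteria met; inactive = neither criterion met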
Target sequence (Q15084 whole entry, looked up): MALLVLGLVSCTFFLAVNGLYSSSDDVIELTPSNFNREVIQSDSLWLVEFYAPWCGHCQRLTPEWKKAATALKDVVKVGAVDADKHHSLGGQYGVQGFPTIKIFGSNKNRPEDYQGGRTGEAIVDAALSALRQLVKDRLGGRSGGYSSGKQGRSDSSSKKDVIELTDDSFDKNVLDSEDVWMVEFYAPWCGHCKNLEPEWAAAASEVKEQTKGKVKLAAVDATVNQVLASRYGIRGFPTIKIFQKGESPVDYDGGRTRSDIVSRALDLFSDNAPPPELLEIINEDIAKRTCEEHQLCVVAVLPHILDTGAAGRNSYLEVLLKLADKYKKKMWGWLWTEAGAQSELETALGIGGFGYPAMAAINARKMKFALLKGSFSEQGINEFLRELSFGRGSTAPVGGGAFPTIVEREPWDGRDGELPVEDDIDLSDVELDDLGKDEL
ARNT-TACC3 inh: disrupts binding between human ARNT and TACC3. Q9Y6A5. AlphaScreen His-ARNT PAS-B/GST-TACC3 binding, luminescence; TACC3 fragment carries E629A point mutation. inhibition, % at 9.99 µM. 0.66% of 390,000 active. AID 623870;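 active = mean inhibition of replicates at least 50% and at least half of replicates each reaching 50%; inconclusive = half or more replicates reach 50% but mean below 50%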;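 note: 0% = complete ARNT plus TACC3 wells and 100% = ARNT alone without TACC3; many hits fall short of the cut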
DENV2 CPE: inhibitors of DENV2 cytopathic effect. DENV2-infected cells, cytopathic effect rescue, plate reader. CPE inhibition, % at 9.99 µM. 1.7% of 350,000 active. AID 651640; in the data active = CPE inhibition above about 20%, passing the limit was not always enough; inconclusive = no clear call, values can overlap the other calls; tested in BHK-21 cells;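 note: 0% = median of neutral control wells and 100% = median of positive control wells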
PAX8 reporter: PAX8 transcriptional activity inhibition | RMG-I TPO-luciferase reporter, SteadyGlo, 24 h | inhibition, % at 12.6 µM | 1.2% of 360,000 active | AID 652154;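 active = mean replicate inhibition at least 60% with every replicate also reaching 60%; inconclusive = only one of the two criteria is met; inactive = mean below 60% and not all replicates reaching 60%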;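 note: luciferase light reporting Pax8 driven TPO promoter activity; plate controls were median of neutral control wells for no effect and mitoxantrone controls for full effect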
EWS-Fli inh: EWS/Fli transcriptional activity inhibition; A673 NR0B1-luciferase reporter, viability-normalised; inhibition, % at 12.6 µM; 0.67% of 350,000 active; AID 651661;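 active = mean inhibition of at least 50% after viability correction, with every replicate also passing that limit; inconclusive = mean reaches 50% but only one of two replicates passes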;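 note: firefly luciferase signal divided by Alamar Blue viability fluorescence both relative to DMSO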
GSIS activator: GLuc luminescence reporter in INS-1E cells, primary screen for activators of glucose-dependent secretion of insulin; INS-1E GLuc reporter insulin secretion, 2-3 h; activation, % at 16.6 µM; 0.61% of 370,000 active; AID 743287;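 active = lowest replicate activation of at least 40%, so every replicate reaches that level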;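 note: 0% = median of neutral control wells and 100% = median of IBMX positive control wells; some compounds called inactive have numbers as strong as hits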
Xi reactivation: activators of X-chromosome reactivation in mouse fibroblasts. XiGFP mouse fibroblasts, % GFP-positive cells imaging, 3 d; cells co-treated with 5-aza-dC sensitizer; scaled so ellipticine positive control = 100%. activation, % at 7.58 µM. AID 743238. 0.055% of 360,000 active;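 active = mean normalized replicate activation at least 10% and every replicate at or above 10%; inconclusive = only one of the two criteria met; inactive = mean below 10% and not all replicates reach 10%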;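 note: 0% = median of on-plate neutral control wells and 100% = ellipticine 6 µM median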
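Schedule: 3 d treatment, 15 min room-temperature fixation; system: 68-5-11 XiGFP fibroblast line; buffer or medium: DMEM plus 5-aza-dC sensitizer; control set: ellipticine 6 µM positive control; compound: one concentration, pinned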
CFTR F508del cor: correctors of CFTR F508del function in bronchial epithelial cells. CFBE cells, YFP halide quenching; stimulated with forskolin plus potentiator P3; % fluorescence drop versus neutral controls. 0.36% of 350,000 active. activity (quench increase), % at 7.58 µM;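 active = mean added fluorescence quench of at least 8% versus neutral control, with both replicates also reaching 8%; inconclusive = only one of the mean or replicate conditions met; inactive = mean below 8% and not both replicates reaching 8%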;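 note: cells transiently co-express mutant CFTR-F508del with the halide-sensitive YFP; corrector assay measuring rescue of mutant channel to the surface after 24 h compound exposure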
* = called active by the depositor; ? = inconclusive; . = not tested or not shown; & = joins results of further samples.

#1 CNC(=S)NNC(=O)c1ccc(=O)n(Cc2cccc(C(F)(F)F)c2)c1
#2 CC(C)CN1C(Nc2ccccc2)=NC[C@@H]1C
#3 CCOC(=O)C1CCN(C(=O)c2cc3c(=O)n4ccccc4nc3s2)CC1
#4 O=C(Nc1cccc(Oc2ccccc2)c1)C1Cc2c(-c3cccc(F)c3)ccnc2O1 (stereo not drawn)
#5 COc1cc(=O)[nH]c(SC(C)C(=O)Nc2ccc3ccccc3c2)n1 (stereo not drawn)
#6 CCC(=O)N1C[C@@H](C)[C@H](OC)CN(C)C(=O)c2ccc(NC(=O)Nc3cccc(F)c3)cc2OC[C@@H]1C
#7 CCC(=O)Nc1ccccc1Sc1ncnc2scc(-c3ccccc3)c12
#8 O=C(COc1ccc2c(c1)CCC2)Nc1ccccn1
compound no.	1	2	3	4	5	6	7	8
ERp5 block	?	-1	7	-2	4	1	5	-3
ARNT-TACC3 inh	4	-4	4	.	-5	5	-2	-9
DENV2 CPE	-2	-12	1	0	3	5	.	-4
PAX8 reporter	6	6	1	14	21	.	2	-163
EWS-Fli inh	28	-8	.	-1	12	-2	.	-48
GSIS activator	14	20	29	.	2	-18	-2	-1
Xi reactivation	0.0	0.1	0.2	0.0	.	0.0	0.0	0.3
CFTR F508del cor	1.4	3.8	-0.2	2.1	0.1	-0.8	.	-0.8

#9 COc1ccc(N2CCN(Cc3nc4c(c(=O)n(C)c(=O)n4C)n3CC(C)=O)CC2)cc1
#10 COc1ccc2c3c([nH]c2c1)[C@@H](CO)N(Cc1nccs1)CC31CN(C(=O)C2CCCC2)C1
#11 COC(=O)c1ccc(COc2ccccc2/C=C(\C#N)C(=O)Nc2c(C)cccc2C)cc1
#12 COc1cc(OC)c(S(=O)(=O)Nc2ccc(C)cn2)cc1NC(C)=O
#13 Cn1c(SCC(=O)Nc2ccc(Br)cc2F)nnc1-c1ccco1
#14 COc1cccc(C(=O)NCC(=O)N/N=C/c2ccc3c(c2)OCO3)c1
#15 Cc1cc2c(nc1C)CCCN2S(=O)(=O)c1c(C)noc1C
#16 C[C@H](CO)N1C[C@H](C)[C@H](CN(C)Cc2ccc(Oc3ccccc3)cc2)Oc2cc(Br)ccc2S1(=O)=O
compound no.	9	10	11	12	13	14	15	16
ERp5 block	-1	80*	5	.	-7	-6	2	-2&-4
ARNT-TACC3 inh	-15	.	-6	-2	-3	-7	.	.
DENV2 CPE	-3	29*	-8	.	-3	5	6	11&-20
PAX8 reporter	.	-12	6	-5	-9	-18	-8	24
EWS-Fli inh	-1	-6	4	.	-3	-26	-13	6&12
GSIS activator	1	-7	3	14	-3	23	12	-9&4
Xi reactivation	.	0.3	0.1	0.2	0.0	0.0	0.1	0.3
CFTR F508del cor	0.2	0.6	3.5	.	-1.2	-0.8	4.8	-0.4&5.6

#17 COc1cccc(S(=O)(=O)N(C)C[C@@H]2Oc3ncc(Br)cc3C(=O)N([C@H](C)CO)C[C@@H]2C)c1
#18 C/C(=N\NC(=O)c1ccco1)c1ccc(NC(=O)c2cccs2)cc1
#19 O=C(NC[C@@H]1CC[C@H]2[C@H](CN2C(=O)CN2CCOCC2)O1)NC1CCCCC1
#20 COc1cccc(NC(=O)CN(C)C(=O)C(CCSC)NC(=O)c2ccco2)c1 (stereo not drawn)
#21 COc1ccccc1C1CCN(Cc2cccc3ccccc23)CC1
#22 CC(=O)N1CCN(C(=O)c2ccc(S(=O)(=O)Nc3ccccc3C)cc2)CC1
#23 COc1ccccc1OCC(=O)NCCCN1CCOCC1
#24 COc1ccc(N(CC(=O)NCCSc2ccccn2)S(=O)(=O)c2ccccc2)cc1OC
compound no.	17	18	19	20	21	22	23	24
ERp5 block	-1&1	.	-5	-11	-1	1	2	2
ARNT-TACC3 inh	-1	0	.	-2	-7	-2	-3	2
DENV2 CPE	-7&-3	.	-5	9	-3	-6	2	4
PAX8 reporter	4	-159	.	-2	6	3	-8	5
EWS-Fli inh	1&4	.	3	-1	2	5	-10	-6
GSIS activator	-13&-2	-8	.	-7	-40	14	23	9
Xi reactivation	0.4&-0.1	0.1	.	0.0	0.0	0.4	0.4	0.4
CFTR F508del cor	3.0&-0.8	.	-2.5	-3.6	1.2	-1.2	2.8	-2.3

#25 CCC(=O)N1CCc2cc(S(=O)(=O)CCC(=O)Nc3ccc(C(C)=O)cc3)ccc21
#26 CCc1ccc(NC(=O)Cn2cc([N+](=O)[O-])nc2C)cc1
#27 O=C([C@H](Cc1ccccc1)N1C(=O)c2ccccc2C1=O)N1CCOCC1
#28 Cc1cccc(C(=O)N2CCN(S(=O)(=O)N3CCCCC3)CC2)c1
#29 Cc1cc(NC(=O)CSc2ccc3nnc(-c4ccccn4)n3n2)no1
#30 COc1cc(NC(=S)N2CCCC(C)C2)c(OC)cc1Cl (stereo not drawn)
#31 C=CCn1cc(-c2cccc(C(F)(F)F)c2)cc(C#N)c1=O
#32 Cc1ccc(NC2=CC(=O)CC(C)(C)C2)cc1F
compound no.	25	26	27	28	29	30	31	32
ERp5 block	12	2	1	0	3	2	-3	3
ARNT-TACC3 inh	-5	-5	-1	-9	45	-8	-2	3
DENV2 CPE	9	7	-3	6	3	-4	0	-1
PAX8 reporter	-4	-13	0	23	1	-41	15	10
EWS-Fli inh	1	9	-5	.	0	2	4	-4
GSIS activator	34	-7	41	9	-5	-10	28	-7
Xi reactivation	0.2	0.2	0.2	-0.1	0.4	0.0	0.1	0.5
CFTR F508del cor	-2.9	-2.5	-1.0	-2.9	0.3	2.0	0.2	-3.1

#33 COc1ccccc1N1CCN(S(=O)(=O)c2ccc3nc(-c4ccccc4)[nH]c3c2)CC1
#34 CC(=O)Nc1cccc(NC(=O)CSc2ncc(C(=O)Nc3ccccc3)c(=O)n2C)c1
#35 C=CCN1C(=O)c2ccccc2NC1c1ccc(Br)s1 (stereo not drawn)
#36 CCOc1ccccc1N(C)C(=O)c1nn(-c2ccc(OC)cc2OC)c(=O)c2ccccc12
#37 COc1ccc(NC(=O)CSc2c3c(nc4ccccc24)CCC3)c(OC)c1
#38 CCC(=O)N(C)C[C@@H]1Oc2cc(C#Cc3ccccc3)ccc2S(=O)(=O)N([C@@H](C)CO)C[C@@H]1C
#39 OCC[C@@H]1C[C@H](O)[C@@H](O)[C@]2(OCc3cc(C(F)(F)F)ccc32)O1
#40 CN1CCN(C(=O)C[C@H]2C=C[C@@H](NC(=O)c3ccc4c(c3)OCO4)[C@@H](CO)O2)CC1
compound no.	33	34	35	36	37	38	39	40
ERp5 block	-3	6	5	-3	4	-5	-5	-2
ARNT-TACC3 inh	-3	0	-6	.	-3	12	.	.
DENV2 CPE	0	5	-2	1	-6	-5	-3	12
PAX8 reporter	18	7	17	11	23	22	1	.
EWS-Fli inh	6	38	-7	-2	2	9	-7	.
GSIS activator	-7	7	-10	-13	19	-27	13	-13
Xi reactivation	0.8	0.0	0.1	0.1	0.0	-0.5	.	-0.3
CFTR F508del cor	-0.2	3.4	1.5	.	2.0	2.4	-1.0	-0.7

Structures listed so far shown as hits in ERp5 block.
# | SMILES | ERp5 block | ARNT-TACC3 inh | DENV2 CPE | GSIS activator | CFTR F508del cor
10 | COc1ccc2c3c([nH]c2c1)[C@@H](CO)N(Cc1nccs1)CC31CN(C(=O)C2CCCC2)C1 | 80* | . | 29* | -7 | 0.6

Sorted by heavy-atom count (descending): 6 of the compounds above
#36 CCOc1ccccc1N(C)C(=O)c1nn(-c2ccc(OC)cc2OC)c(=O)c2ccccc12
#33 COc1ccccc1N1CCN(S(=O)(=O)c2ccc3nc(-c4ccccc4)[nH]c3c2)CC1
#37 COc1ccc(NC(=O)CSc2c3c(nc4ccccc24)CCC3)c(OC)c1
#39 OCC[C@@H]1C[C@H](O)[C@@H](O)[C@]2(OCc3cc(C(F)(F)F)ccc32)O1
#35 C=CCN1C(=O)c2ccccc2NC1c1ccc(Br)s1 (stereo not drawn)
#32 Cc1ccc(NC2=CC(=O)CC(C)(C)C2)cc1F
compound no.	36	33	37	39	35	32
ERp5 block	-3	-3	4	-5	5	3
ARNT-TACC3 inh	.	-3	-3	.	-6	3
DENV2 CPE	1	0	-6	-3	-2	-1
PAX8 reporter	11	18	23	1	17	10
EWS-Fli inh	-2	6	2	-7	-7	-4
GSIS activator	-13	-7	19	13	-10	-7
Xi reactivation	0.1	0.8	0.0	.	0.1	0.5
CFTR F508del cor	.	-0.2	2.0	-1.0	1.5	-3.1

(cont.)
#41 CCOc1ccccc1NC(=O)c1ccc2ccccc2c1
#42 CCc1ccc(-n2cc(-c3ccc(F)cc3)[n+]3c2SCCC3)cc1
#43 CCN1C(=O)c2ccccc2S(=O)c2ccc(C(=O)NCCN(CC(C)C)CC(C)C)cc21 (stereo not drawn)
#44 CC(C)OCCCNC(=S)NNC(=O)c1ccc(Cl)c(Cl)c1
#45 O=C(CSc1nnc(CNC(=O)c2ccccc2)o1)NCc1ccccc1
#46 COc1ccc(/C=C/c2onc(C)c2S(=O)(=O)N2CCC(C(=O)N3CCCCCC3)CC2)cc1
#47 CN(CC(=O)Nc1ccc(F)cc1)C(=O)COC(=O)CN1C(=O)NC2(CCCC2)C1=O
#48 O=C(O)CCS(=O)(=O)Cc1ccccc1Cl
compound no.	41	42	43	44	45	46	47	48
ERp5 block	-3	0	0	-4	0	3	3	-4
ARNT-TACC3 inh	-1	-3	-3	-1	-2	8	-1	5
DENV2 CPE	?	.	1	-1	-6	2	-13	12
PAX8 reporter	24	59	-1	-10	15	29	-7	.
EWS-Fli inh	-18	27	18	6	.	.	.	2
GSIS activator	14	-33	.	8	6	-6	3	3
Xi reactivation	0.4	0.2	0.0	0.3	0.0	-0.1	0.0	.
CFTR F508del cor	2.9	-1.7	-2.1	0.8	2.4	1.9	-1.4	0.1

#49 O=C(COC(=O)C1CC1)Nc1nc(-c2ccc(F)c(F)c2)cs1
#50 CCOc1ccc(-c2[nH]ncc2-c2ccccc2)c(O)c1
#51 CSc1cccc(NC(=O)C2CCCN(S(=O)(=O)c3cnc[nH]3)C2)c1 (stereo not drawn)
#52 CC/C(C)=N/Nc1nc2c(c(=O)[nH]c(=O)n2C)n1CCc1ccccc1
#53 COc1cccc(NC(=O)CN(C)C(=O)c2ccc(NC(=O)CC3SC(N4CCCC4)=NC3=O)cc2)c1 (stereo not drawn)
#54 C[C@H](CO)N1C[C@H](C)[C@H](CN(C)Cc2ccc(C(F)(F)F)cc2)Oc2ccc(NS(=O)(=O)c3ccccc3)cc2C1=O
#55 O=C(COc1cccc(Br)c1)N/N=C1\CCSC1
#56 CCCN(C)C[C@H]1OCCCC[C@H](C)Oc2ccc(NS(=O)(=O)c3ccc(C)cc3)cc2C(=O)N([C@@H](C)CO)C[C@H]1C
#57 COc1cc(C(=O)NCCOc2cc(C)cc(C)c2)cc(OC)c1OC
compound no.	49	50	51	52	53	54	55	56	57
ERp5 block	1	6	1	-4	1	2	3	-1	0
ARNT-TACC3 inh	12	3	0	17	.	6	1	30	-6
DENV2 CPE	5	2	2	.	0	14	2	-3	3
PAX8 reporter	.	10	-21	30	9	21	12	1	14
EWS-Fli inh	-34	3	-3	8	-4	-1	6	.	53*
GSIS activator	3	.	5	3	-8	-12	-14	-1	-6
Xi reactivation	-0.2	0.3	0.0	0.2	0.0	-1.0	-0.1	-0.6	0.1
CFTR F508del cor	1.5	-2.1	-0.6	-1.9	-4.2	0.2	-1.8	-1.3	4.6

Screening data from PubChem.
